ALOX12 inhib – 12-hLO (ALOX12) enzyme inhibition | P18054 | purified 12-hLO, xylenol orange hydroperoxide absorbance | Potency, µM (top dose mostly 57.1 µM), inactives show at the top dose activity change, negative = inhibition, actives largely listed as inhibitors | 0.12% of 150,000 active | AID 1452; further: potency means the concentration at half of the fitted maximal effect; nearly all actives have a fitted effect of over 55% in size; many of its hits are not listed in these tables
Target sequence (P18054 whole entry, looked up): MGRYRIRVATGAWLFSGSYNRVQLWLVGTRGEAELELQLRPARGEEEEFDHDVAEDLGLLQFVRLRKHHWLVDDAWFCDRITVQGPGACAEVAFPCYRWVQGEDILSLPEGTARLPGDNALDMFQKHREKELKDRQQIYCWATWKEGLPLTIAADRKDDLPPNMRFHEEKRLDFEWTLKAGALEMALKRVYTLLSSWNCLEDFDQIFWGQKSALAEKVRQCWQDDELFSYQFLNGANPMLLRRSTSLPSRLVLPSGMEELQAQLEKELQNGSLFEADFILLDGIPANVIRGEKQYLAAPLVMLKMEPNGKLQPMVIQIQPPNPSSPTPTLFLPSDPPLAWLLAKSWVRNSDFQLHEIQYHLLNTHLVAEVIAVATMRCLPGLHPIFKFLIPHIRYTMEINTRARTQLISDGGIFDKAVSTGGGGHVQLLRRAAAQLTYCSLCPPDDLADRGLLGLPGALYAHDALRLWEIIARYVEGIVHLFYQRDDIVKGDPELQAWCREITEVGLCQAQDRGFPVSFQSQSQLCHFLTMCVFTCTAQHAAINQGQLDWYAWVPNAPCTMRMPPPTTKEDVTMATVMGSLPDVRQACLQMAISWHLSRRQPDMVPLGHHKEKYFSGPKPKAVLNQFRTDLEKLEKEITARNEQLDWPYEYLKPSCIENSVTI
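Hydroperoxide formation by human 12-lipoxygenase from 40 uM arachidonic acid was followed colorimetrically via ferric-xylenol orange complex, using the 573/405 nm absorbance ratio. Enzyme concentration was 150 nM, with 30 min reaction at room temperature.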
15-hLO-2 inh – 15-hLO-2 (ALOX15B) enzyme inhibition | 0.56% of 110,000 active | O15296 | purified 15hLO-2, xylenol orange hydroperoxide absorbance | Potency, µM (top dose mostly 57.1 µM), for inactives: at the highest dose activity change, negative = inhibition, hits mostly inhibitors; further: potency means the concentration at half of the fitted maximal effect; nearly all actives have a fitted effect of over 60% in size; many of its hits are not listed in these tables
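Screening format was qHTS against 50 nM purified 15hLO-2 in Hepes pH 7.5 with detergent. Activity follows hydroperoxide formation from 45 uM arachidonic acid, measured as 573:405 nm absorbance ratio of the ferric-xylenol orange complex.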
PNC inhibitor – perinucleolar compartment assembly inhibition; PC3M PTB-GFP, PNC prevalence imaging, 16 h; hits give low values; activity change (PNC), negative = inhibition, % at 10 µM; 3.1% of 140,000 active;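 active means readout at or below -70, meaning at least 70% loss of cells showing the perinucleolar compartment, a nuclear body marking cancer cells; inconclusive means readout between -30 and a set limit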;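 further: plate controls were DMSO wells for no effect and camptothecin positive control wells for full effect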
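PC3M cells stably expressing PTB-GFP, 750–1000 cells/well, treated 16 h at 37 °C with compound (23 nl of library stock), in duplicate. After paraformaldehyde fixation and Hoechst stain, imaged at 20x; PNC prevalence scored by image analysis.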
IMPase cell inh – membrane-permeable compound that blocks inositol monophosphatase; AID 901; 120,000 tested, under 10 active; CHO-M1 cells, IP1 accumulation, HTRF TR-FRET ratio; P97697; inhibition (IP1 accumulation), % at 46.1 µM; active means well fitted curve in the direction sought with a large enough effect in the signal ratio, not every such curve was filed as active; inconclusive means small, poorly fitted or top-dose-only effect, or a change in a side signal; inactive means no such curve, though single readings can be large or run the other way; the % refers to the signal ratio;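 further: cells stimulated with carbachol in lithium chloride buffer; plate controls were DMSO basal wells for no effect and reference inhibitor wells for full effect; higher means more IMPase inhibition seen as more IP1 and lower FRET ratio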
Target sequence (P97697 whole entry, looked up): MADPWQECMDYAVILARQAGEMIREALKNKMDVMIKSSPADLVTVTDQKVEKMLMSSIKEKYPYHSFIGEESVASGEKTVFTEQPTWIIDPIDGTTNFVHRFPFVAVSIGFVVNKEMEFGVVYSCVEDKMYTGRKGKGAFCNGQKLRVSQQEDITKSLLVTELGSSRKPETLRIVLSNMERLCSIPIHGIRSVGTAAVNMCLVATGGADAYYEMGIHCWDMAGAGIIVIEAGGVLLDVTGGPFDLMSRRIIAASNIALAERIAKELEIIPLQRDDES
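CHO-M1, 2000 cells/well, cultured 16–30 h; cpd up to 46 uM; carbachol (50 uM solution, stimulation buffer w/ 50 mM LiCl, pH 7.4), 30 min 37C; IP-One TR-FRET, 10 min RT; Ex 320/Em 665, 620; Hill-fit AC50.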
* marks the source's active call; other numbers are inactive results; ? = inconclusive; / = not tested or not shown; [ ] = another dose, or the depositor's remark. Unless noted, the call rests on the fitted dose curve; in most records, active means well fitted curve in the direction sought with a large enough effect; inconclusive means small, poorly fitted or top-dose-only effect, or another doubt; inactive means no such curve, though single readings can be large; an effect the other way counts as inactive or inconclusive. Unless noted, on the % scale 0 is the no-effect control and ±100 the full control effect. The list is partial, so the mix of outcomes need not match the whole.

SMILES	ALOX12 inhib	15-hLO-2 inh	PNC inhibitor	IMPase cell inh
CCOC(=O)c1ccc(NC(=O)c2ccccc2)cc1	2%	0%	4	-15
CCN(CC)C(=O)CP(=O)(c1ccccc1)c1ccccc1	6%	-1%	4	-11
Cn1c(C(C#N)C(=O)c2ccco2)nc2ccccc21 (stereo not given)	-3%	-1%	5	5
FC(F)(F)c1cc(-c2ccco2)nc(NCc2cccnc2)n1	2%	11%	88	-16
O=C(NCc1cccc(F)c1)c1noc2c1CCCC2	7%	-3%	?	-1
CCOC(=O)c1c(NC(=O)CSc2nnc(CNc3ccc(C)cc3C)o2)sc(C)c1C	-3%	/	?	10
CC(C)n1c(SCC(N)=O)nc2c1c(=O)[nH]c(=O)n2C	5%	14%	-10	7
Clc1ccc(Sc2cc(N3CCOCC3)nc(-c3ccccc3)n2)cc1	7%	15%	-13	?
Clc1ccc(SCc2cn3ccsc3n2)cc1	-12%	20%	24	-3
Cc1c(C(=O)N/N=C/c2cccnc2)sc(=S)n1C	-3%	/	-20	/
CC(=O)NCCNc1nc(-c2ccccc2CN(C)C)nc2ccccc12	0%	6%	/	/
COc1ccc(N2CCN(c3ccc(N4C(=O)COCC4=O)cc3[N+](=O)[O-])CC2)cc1	0%	/	?	-8
CCCOc1ccc(CSc2nc3ccccc3[nH]2)cc1	3%	15%	74	8
CCOc1cc(/C=N/NC(=O)CNc2ccc(C)cc2)ccc1OC(=O)c1ccccc1	3%	13%	-7	0
CC(=O)Nc1ccc(C(=O)NCCc2ccccc2)cc1	2%	/	-13	/
Cc1ccc2[nH]c3c(c2c1)CN(C(=O)CN1CCN(c2ccccc2F)CC1)CC3	-9%	12%	10	-1
CCOc1ccc(S(=O)(=O)NCc2ccco2)cc1	-2%	4%	-13	4
COc1ccc(C(=O)Nc2sc(C)c(C)c2CN2CC(C)OC(C)C2)cc1 (stereo not given)	2%	/	50	0
C/C(N)=C(\C#N)C(=O)NCc1ccccn1	0%	19%	-25	4
COCCSc1nnc(-c2cccc(C#N)c2)n1C	?	-4%	14	2
CC(C)C(c1nnnn1Cc1ccc(F)cc1)N1CCN(C(=O)c2ccco2)CC1 (stereo not given)	-1%	-1%	-25	2
O=C(c1cccc(F)c1F)N1CCCC1	4%	/	104	2
COC(C(=O)Nc1ccccc1F)c1ccccc1 (stereo not given)	4%	1%	0	-4
C/C(=C\C(=O)c1ccccc1)NCc1ccc(F)cc1	-4%	9%	?	5
Cc1cc(C)c2c(c1)c(C)cc1nnc(SCC(=O)c3cccs3)n12	-3%	-4%	?	?
CC(C)C(=O)NNC(=O)CSc1nc(C2CCCCC2)nc2ccccc12	-2%	/	?	-2
CCOC(=O)C1CCCCN1Cc1cc(Cl)ccc1O (stereo not given)	0%	3%	?	4
O=C(O)/C(=C1/OC(=O)c2ccccc21)c1ccccc1	2%	2%	0	-1
Nc1nc2n(n1)C(c1cccs1)CC(c1ccc(F)cc1)N2 (stereo not given)	-1%	31%[activator]	-7	7
O=C(c1ccco1)N1CCN(c2nc3ccccc3n3nnnc23)CC1	3%	-1%	?	6
COc1ccc(Nc2ncnc3c2cnn3Cc2ccccc2)cc1	-6%	7%	6	9
N/C(=N\O)c1ccc(NC(=O)c2cccs2)cc1	5%	-7%	-17	-7
Cc1cc[n+]2c3c(cccc13)CCC2	11%	-14%	2	5
C/C(=N/NC(=O)CNC(=O)Cc1ccccc1)c1ccco1	-1%	/	-25	/
Cc1cc(SCC(=O)c2ccc3c(c2)OCO3)nc2ccccc12	-19%	1%	-22	4
O=C(O)c1ccc(NC(CSCc2ccccc2F)C(=O)O)c([N+](=O)[O-])c1 (stereo not given)	-6%	/	15	/
C[n+]1c2n(c3ccccc31)N=C(c1ccc(Cl)cc1)CS2	0%	-3%	37	0
Cc1ccnc(SCc2cc(=O)c(OC(=O)c3ccc(Cl)c([N+](=O)[O-])c3)co2)n1	7%	/	27	/
COC(=O)COc1ccc(S(=O)(=O)NCc2ccco2)cc1	-1%	-1%	17	3
Cc1cc2cc(CNC(=O)NC3CCCCC3)ccc2n1C	-5%	-8%	-11	-2

3 entries already listed, arranged by length of the SMILES, ascending:
SMILES	ALOX12 inhib	15-hLO-2 inh	PNC inhibitor	IMPase cell inh
N/C(=N\O)c1ccc(NC(=O)c2cccs2)cc1	5%	-7%	-17	-7
O=C(O)/C(=C1/OC(=O)c2ccccc21)c1ccccc1	2%	2%	0	-1
Cc1cc(C)c2c(c1)c(C)cc1nnc(SCC(=O)c3cccs3)n12	-3%	-4%	?	?

Three compounds from above, limited to ALOX12 inhib.
compound | ALOX12 inhib
C/C(=N/NC(=O)CNC(=O)Cc1ccccc1)c1ccco1 | -1%
C/C(N)=C(\C#N)C(=O)NCc1ccccn1 | 0%
CCOC(=O)c1ccc(NC(=O)c2ccccc2)cc1 | 2%

Following part.
SMILES	ALOX12 inhib	15-hLO-2 inh	PNC inhibitor	IMPase cell inh
O=[N+]([O-])c1ccc(OCC(O)CN2CCN(c3ccccc3F)CC2)cc1 (stereo not given)	-2%	/	-26	/
CCOC(=O)CSc1nc2cc(C)cc(C)c2cc1C#N	-7%	-7%	13	0
CCOC(=O)N1CCN(C(=O)CN(C2CCCCC2)S(=O)(=O)c2ccc(C)cc2)CC1	-19%	-6%	?	10
NS(=O)(=O)c1ccc(CCNC(=O)CCC2COc3ccccc3O2)cc1 (stereo not given)	0%	/	46	4
CCCOc1ccc(/C=N/O)cc1	1%	5%	-2	3
Cc1cc(C)c2[nH]c(=O)c(C(c3nnnn3C3CCCC3)N3CCOCC3)cc2c1 (stereo not given)	-6%	-9%	-8	-2
CC(C)CCNC(=O)C(c1ccncc1)N(Cc1cccs1)C(=O)Cn1nnc(-c2ccc(F)cc2)n1 (stereo not given)	-5%	/	-100*	-4
COc1ccc(OCCCC(=O)Nc2nncs2)cc1	1%	/	-100*	1
Cc1ccc(-c2nc(NCc3cccnc3)c3ccccc3n2)cc1	0%	/	40	/
CS(=O)(=O)N(CC(=O)Nc1ccccc1C(=O)N1CCOCC1)c1ccc2c(c1)OCO2	2%	2%	2	3
CC12C(=O)OC(=O)C1(C)C1CCC2O1 (stereo not given)	-2%	30%	/	12
N/C(Cc1ccc(Cl)cc1)=N\OC(=O)C1CCCCC1	-1%	/	51	/
C#CCNc1nc(C(C)C)nc2c1nnn2Cc1ccccc1F	-5%	-8%	-23	18
Nc1ccc2nc3n(c(=O)c2c1)CCC3	0%	-4%	3	5
CS(=O)(=O)N(CCc1ccccc1)CC(=O)Nc1ccc(OCc2ccccc2)cc1	-8%	7%	97	6
COC(=O)c1ccc2c(=O)n(CC3CCCO3)c(SCC(=O)Nc3ccccc3OC)nc2c1 (stereo not given)	-7%	6%	?	5
CC(CC(=O)Nc1ccc(C(N)=O)cc1)c1ccccc1 (stereo not given)	-1%	/	23	/
Cc1cc(C(=O)CSc2nnc(C3COc4ccccc4O3)n2C)c(C)n1-c1ccc(F)cc1 (stereo not given)	-17%	9%	12	23
COc1nc(N(C)C)nc(-n2nnc(C(C)=O)c2C)n1	2%	6%	-28	-2
Cc1ccc(S(=O)(=O)Nc2cc(C(=O)N3CCOCC3)ccc2N2CCCCC2)cc1	3%	0%	12	-3
COC(=O)c1ccccc1NC(=O)CN(C)S(=O)(=O)c1ccc(OC)c(C)c1	-3%	6%	3	10
Cc1nn(CC(=O)NNC(=S)Nc2ccccc2)c(C)c1[N+](=O)[O-]	1%	30%	-7	-3
COc1ccc(CN(CCC#N)C(=S)NC(=O)c2ccccc2)cc1	-1%	-11%	38	-16
O=C(NCCC1=CCCCC1)C1CCN(C(=O)c2ccc(Cl)cc2)CC1	0%	11%	51	2
O=C(Cn1nc(-c2ccccc2)nc1-c1ccccc1)OC1CCCCC1	-8%	/	83	4
COc1ccc2[nH]cc(CCNc3cc(-c4ccoc4)ncn3)c2c1	-9%	-6%	/	/
COc1ccc(NC(=O)C2CCN(Cc3cnn(-c4ccccc4)c3-n3cccc3)CC2)cc1OC	-10%	43%[activator]	-8	17
CCSCCOC(=O)C1=C(C)NC(=O)NC1c1ccccc1 (stereo not given)	4%	-1%	-19	9
COC(=O)c1ccc(OC)c(-c2c(OC)cc(OC)cc2OC)c1	0%	/	-15	/
O=C(CSc1nn(-c2ccc(F)cc2)c(=S)s1)NC(=O)NCc1ccco1	-21%	-22%	8	-8
Clc1ccc(SCCCCN2CCOCC2)cc1	-4%	/	7	/
c1ccc2[nH]c(N3CCOCC3)nc2c1	-4%	-2%	-5	-4
O=C(CN1C(=O)COc2ccccc21)N(CCCN1CCOCC1)CC1CC=CCC1 (stereo not given)	4%	11%	5	8
COc1ccc(C)cc1S(=O)(=O)N1CCC(C(=O)N2CCN(C)CC2)CC1	0%	/	14	/
COc1cc(NC(=O)COC(=O)/C=C/c2c(C)nn(C3CCS(=O)(=O)C3)c2Cl)cc(OC)c1OC (stereo not given)	-3%	-2%	-17	-6
COc1ccc2c(=O)c(C(=O)O)c(-c3ccc4c(c3)OCO4)n(C)c2c1	5%	/	17	/
Cc1csc(NC(=O)c2ccc(C)c([N+](=O)[O-])c2)n1	-7%	/	-17	/
CC1CCCCC1NC(=O)C1CCN(C(=O)NC2CCCCC2)CC1 (stereo not given)	1%	0%	?	2
O=C(CNCCN1CCOCC1)Nc1ccccc1Sc1ccccc1	-4%	/	21	/
OC1CCCN(Cc2ccccc2)C1 (stereo not given)	11%	4%	16	-4
Cc1onc(C(=O)N2CCC(C(N)=O)CC2)c1-c1ccccc1Cl	4%	2%	-8	6
CSc1nc2ccccc2c(=O)n1N	1%	4%	?	4
NCCCNCCCCN(CCCN)/[N+]([O-])=N/O	-28%	-22%	/	1
CN(C)CCSc1nc(-c2ccccc2)nc2c1COC(C)(C)C2	8%	35%[activator]	33	6
O=C(CNC(=O)c1ccc(S(=O)(=O)N2CCCC2)cc1)N/N=C/c1ccc(Cl)cc1Cl	-1%	/	1	/
COCCCNC(=S)NC1CCCCC1	-1%	/	?	/
O=C1CNC(=O)N1CC(=O)N1CCCc2ccccc21	1%	2%	19	2
CC(/C=C/c1ccccc1)=N\NC(=O)c1ccncc1	7%	7%	-17	8
Fc1cccc(-n2ncc(-c3nnnn3-c3ccccc3)c2C(F)(F)F)c1	5%	/	-84*	5
Cc1cc(C)cc(Oc2ccc(-c3nnc(-c4ccccc4)o3)cc2[N+](=O)[O-])c1	-1%	/	?	-3
CCCCN(C)S(=O)(=O)c1cc(Br)cc2c1N(C(=O)C1CC1)CC2	-1%	-5%	-8	-5
Cc1cc(C)nc(SCC(=O)N/N=C\c2sccc2C)n1	-3%	10%	67	3
c1ccc(-c2csc3ncnc(NCCCN4CCOCC4)c23)cc1	15%	/	0	25
Cc1ccc(C(=O)c2c(NC(=O)c3ccccc3C)sc(C)c2C)cc1	-2%	-6%	27	2
CC1=C(C(=O)Nc2ccccn2)C(c2ccc(N(C)C)cc2)n2ncnc2N1 (stereo not given)	-2%	3%	?	0
CC1=C(C)CC(C(=O)c2ccc(C)cc2)C(C(=O)O)C1 (stereo not given)	6%	7%	30	-7
CC(C)C(=O)Nc1nnc(SCC(=O)NC2CC2)s1	-1%	3%	30	0
Cc1ccc(Nc2nnc(SCc3cc(=O)n4cc(C)ccc4n3)s2)cc1	-4%	/	21	/
CCOc1ccc(-n2c(N)c(-c3nc4ccccc4n3C)c3nc4ccccc4nc32)cc1	-6%	/	?	4
COC(=O)c1ccc(-c2nc3cc(N)ccc3o2)cc1	-5%	/	19	/

Screens (PubChem BioAssay)
